# MT stabilizer: microtubule stabilization, imaging screen; HeLa tubulin immunostaining HCS, 24 h; share of cells brighter than vehicle mean+2SD; % tubulin-high responders, % at 10 µM; 0.83% of 200,000 active; AID 2205;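 active means plate Z-score above 3 for both tubulin-high and condensed-nucleus cell shares, with cell loss under 80%, at 10 µM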;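 further: anti alpha tubulin signal scored within the nucleus-defined area of each cell; some results filed as inactive read as strong as hits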
# Ins promoter up: MIN6 insulin promoter up-regulation | MIN6 insulin promoter-GFP reporter, high-content imaging; stronger effect = higher value | z-score at 5 µM | 0.3% of 190,000 active | AID 1625;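 active means z-score above 3 at 5 µM with at least 500 cells counted in the well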
# CSM14.1 death rescue: rescue of cells from ER stress-induced death, primary screen, 384-well, CSM14.1, thapsigargin, ATP luminescence (AID 1222) | 190,000 tested, under 10 active | CSM14.1 thapsigargin-induced death rescue, ATP luminescence; higher % means a stronger effect | one-dose cellular ATP content (survival), % at 20 µM; EC50 in µM for titrated hits;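 active means EC50 below 50 µM in the dose-response confirmation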;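 further: death triggered by thapsigargin at about 15 µM added after 2 h compound pretreatment; cell ATP read after overnight thapsigargin exposure of roughly 18 to 22 hours; normalized against plate controls of thapsigargin alone and 5% DMSO vehicle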
# Dynein transport: dynein cargo transport inhibition | 3617.4 mouse cells, GR-EGFP nuclear translocation imaging; test concentration mostly 20 µM; stimulated with dexamethasone, 1 µM; stronger effect = lower value | 0.47% of 220,000 active | z-score, hits read low;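 active means plate z-score of nuclear minus cytoplasmic receptor signal below a set negative limit, without overly bright fluorescence or cell loss, cut at about -3.5 in these data, passing the limit was not always enough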;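 further: z-score of nuclear minus cytoplasmic ring GR-EGFP intensity difference per well; some compounds called inactive have numbers as strong as hits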
#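 Buffer or medium: tet-free, stripped-serum medium; Also added: dexamethasone, 1.0 µM final; Technique: high-content fluorescence imaging after fixation; Times: 48 h induction, 1 h compound, 30 min dex at 37 °C; Read-out: per-cell GR-EGFP intensity, nucleus versus surrounding cytoplasmic ring, well-averaged.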
# Lipid droplet: hepatic lipid droplet formation modulation. AML12 mouse hepatocytes, oleate lipid droplets, BODIPY imaging. inhibition, % at 6.5 µM. 0.4% of 240,000 active;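 active means lipid droplet intensity inhibited by at least 50%, with more than 500 cells counted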
#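 Material – AML12 mouse liver cells · Also added – oleate loading, 100 µM · Compound dosing – 6.5 µM single-point dosing · Times – overnight treatment with compound plus oleate · Measured by – fluorescence imaging, 20x objective, two fields per well · Read-out – percent inhibition of filter-corrected integrated lipid droplet intensity per well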
# Autophagy HCS: autophagy modulation, high-content screen. MEF GFP-LC3 puncta imaging; test concentration mostly 10 µM. calls only at 10 µM (by protocol). AID 463193. 0.98% of 190,000 active;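 active means percentage of spot-positive cells more than 3 SD above its plate mean, without a fluorescence outlier flag or 80% toxicity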;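 further: spot-positive cell cutoff set from DMSO-treated cells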
# bCat nuc transl: alters nuclear translocation of beta-catenin in HeLa cells. immunofluorescence imaging. nuclear translocation activity, % at 5 µM. 0.3% of 190,000 active. AID 1665;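 active means nuclear translocation activity above 50% at 5 µM, with a well cell count of 50 or more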;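 further: per-cell ratio of nuclear to cytoplasmic median beta-catenin stain intensity; plate controls were DMSO negative control for no effect and GSK-3 inhibitor IX positive control for full effect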
#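 Read-out: Nuclear/cytoplasmic beta-catenin signal ratio, % activation | Assay system: Human HeLa cell line | Times: 24 h compound exposure at 37°C, 5% CO2 | Signal: Fluorescence imaging of beta-catenin antibody stain plus DAPI | Dosing: 5 µM primary, 0.02–20 µM confirmation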
# Salmonella PhoP GFP: PhoP-dependent GFP reporter repression – Salmonella Typhimurium, primary screen (AID 1863). S. Typhimurium PhoP-regulated promoter GFP reporter, 4 h; higher % means a stronger effect. inhibition, % at 50 µM, or IC50 in µM where a hit was titrated. 0.16% of 300,000 active;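 active means inhibition over 29.93%, a cutoff 3 SD above the screen mean, later confirmed by dose response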;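 further: 0% = low Mg2+ inducing control and 100% = high Mg2+ repressing control; strong numbers were not always called active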
# T cell HTS: modulates CD8 T cell binding to vesicles; AID 2052; 2C CD8+ T cell-vesicle binding, flow cytometry; stronger effect = lower value; calls only at 7 µM; 0.068% of 330,000 active;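 active means response, share of CD8 T cells binding vesicles, and their 90th percentile fluorescence all below set limits, cut at about 80% in these data, passing the limit was not always enough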
#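 Assay system – 2C mouse CD8+ T cells · Also added – QL9-loaded Drosophila micro-vesicles · Timing – Cell–vesicle co-incubation 1.5 h at 37 °C, staining 20 min on ice · Signal – flow cytometry of vesicle-bound cells · Measure – percent CD8+ FL2 mean versus row control · Controls – Peptide-free naked vesicles (low) and QL9 vesicles with 0.7% DMSO vehicle (high)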
# Dynein transport cytoplasmic EGFP: also measured in Dynein transport; calls as there; z-score; measured here: cytoplasmic GR-EGFP intensity; stronger effect = higher value
# Dynein transport nuclear GR-EGFP: recorded beside Dynein transport, whose call it bears; z-score; measured here: nuclear GR-EGFP intensity;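 lower value marks the stronger effect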
# Dynein transport cell count: also measured in Dynein transport; calls as there; z-score; measured here: cell count per field
# Ins promoter up cell count: second read-out of Ins promoter up, no call of its own (marks repeat the call); cell count; measured here: cytotoxicity, nuclei count;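 total cells summed across four imaged fields per well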
# Lipid droplet cells 6.5 µM: further read-out of Lipid droplet, marked with its call; cell count; measured here: cell count, cytotoxicity flag;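 cells counted across two imaged fields per well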
# bCat nuc transl cell count 5 µM: further read-out of bCat nuc transl, marked with its call; cell count; measured here: cell count, cytotoxicity flag
# T cell HTS vesicle-bound %: recorded beside T cell HTS, whose call it bears; double positive events, %; measured here: CD8+ vesicle-bound cell fraction;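 binding gate set so that unloaded-vesicle control wells show 10% double positive cells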
# MT stabilizer Hoechst-high %: recorded beside MT stabilizer, whose call it bears; % Hoechst-high responders; measured here: nuclear condensation Hoechst responders;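 share of cells brighter than vehicle mean plus two SD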
# MT stabilizer cytotoxicity %: also measured in MT stabilizer; calls as there; toxicity, %; measured here: cytotoxicity by cell density;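 0% = mean cell density of plate MIN control wells and 100% = no cells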
# Autophagy HCS cell loss 18 h: also measured in Autophagy HCS; calls as there; toxicity, %; measured here: cell loss, nuclei count;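 cell loss after 18 h compound exposure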
# * marks the source's active call; other numbers are inactive results; i = inactive; . = not tested or not shown.
SMILES,MT stabilizer,MT stabilizer Hoechst-high %,MT stabilizer cytotoxicity %,Ins promoter up,Ins promoter up cell count,CSM14.1 death rescue,Dynein transport,Dynein transport cytoplasmic EGFP,Dynein transport nuclear GR-EGFP,Dynein transport cell count,Lipid droplet,Lipid droplet cells 6.5 µM,Autophagy HCS,Autophagy HCS cell loss 18 h,bCat nuc transl,bCat nuc transl cell count 5 µM,Salmonella PhoP GFP,T cell HTS,T cell HTS vesicle-bound %
CC(C)OC1(c2ccccc2)OC(=O)c2ccccc21 (stereo unspecified),.,.,.,0.16,904,.,-0.15,0.086,-0.15,-0.58,-4,668,.,.,0.2,1426,-3%,i,26
CC1=C(C(=O)OC(C)C)C(c2cccs2)C(C(=O)OC(C)C)=C(C)N1,1.2,2.1,11,-0.15,1304,2.0%,0.29,-0.26,0.14,-0.24,-11,583,i,-2,2.5,1051,8%,i,42
CC1CC1c1ccc(/C=C(\C#N)C(=O)Nc2ccc(Cl)cc2)o1 (stereo unspecified),2.8,3.6,2.4,0.77,1236,-3.5%,-0.33,-0.24,-0.37,0.41,-6,602,i,-8,2.1,848,-4%,i,43
NS(=O)(=O)c1cc(C2(O)NC(=O)c3ccccc32)ccc1Cl (stereo unspecified),4.2,3.0,9.4,.,.,-3.0%,2.1,-0.16,1.3,-0.83,-5,736,i,3,.,.,2%,i,41
CCCn1c(=O)c(C(=O)Nc2c(C)n(C)n(-c3ccccc3)c2=O)c(O)c2ccccc21,.,.,.,0.64,902,0.1%,.,.,.,.,.,.,.,.,-0.2,1092,.,i,28
O=C(/C=C/c1ccc(Cl)cc1)Nc1nccs1,5.5,1.3,4.7,0.85,1401,-2.4%,0.53,-0.22,-0.027,-0.46,4,691,i,-3,-2.0,1022,9%,.,.
COc1ccc(-n2c(-c3cnccn3)n[nH]c2=S)cc1,3.8,2.5,7.5,-0.44,1450,1.8%,0.35,-0.29,0.3,-0.3,.,.,i,-6,0.1,1417,-7%,i,38
Cn1c(-c2ccccc2)cnc1SCC(=O)N1CCCc2ccccc21,1.6,1.6,10.0,1.8,1401,-3.9%,-0.083,-0.21,0.05,-0.35,-23,657,i,13,-1.3,1052,-8%,i,43
CCN1CCCC1CNC(=O)CS(=O)(=O)Cc1nc(-c2ccccc2C)oc1C (stereo unspecified),8.7,1.4,2.9,1.4,1477,.,-0.79,-0.22,-0.4,0.34,-16,691,.,.,-2.3,1240,-7%,i,30
O=S1(=O)CC/C(=N/Nc2ccc(C(F)(F)F)cn2)c2cc(F)ccc21,1.6,1.1,1.7,0.34,1239,0.5%,0.81,-0.38,-0.31,0.7,2,643,i,40,-0.9,1048,9%,i,5
CCC(C(=O)Nc1cc(Cl)ccc1OC)c1ccccc1 (stereo unspecified),3.3,2.4,1.6,-0.05,1113,-0.2%,0.17,0.036,0.22,-0.65,-36,664,i,-3,1.7,557,1%,i,35
Cc1nc2ccccn2c1-c1ccnc(SCc2ccc(Cl)cc2)n1,.,.,.,-0.6,1374,.,0.87,-0.27,0.39,0.39,1,666,.,.,-3.5,1213,21%,i,25
COc1ccc(Br)cc1CNc1ccc(S(N)(=O)=O)cc1,3.8,2.0,12,0.93,1255,0.4%,-0.043,-0.27,0.11,0.4,2,592,i,5,0.7,471,-1%,i,46
CCOc1ccccc1C1C(C(N)=O)=C(C)Nc2nc(-c3ccc(OC)cc3)nn21 (stereo unspecified),3.8,2.1,1.4,-0.38,1564,-0.5%,0.52,-0.25,0.5,0.18,.,.,i,14,0.3,1392,2%,i,24
Cc1cccc(OCC(=O)Nc2sc3c(c2C#N)CCC3)c1,2.2,2.3,9.2,-0.4,1734,-0.6%,-0.25,-0.2,-0.41,0.44,-14,739,i,-4,-2.1,1089,-10%,i,28
COC(=O)c1c(N)n(CCCN2CCOCC2)c2nc3ccccc3nc12,2.9,2.3,4.9,-0.68,1626,-0.8%,-0.37,-0.19,-0.38,0.63,.,.,i,-2,-0.7,1320,5%,i,17
Cc1cc(=O)oc2c1ccc1oc(/C(=N/O)c3ccccc3)c(C)c12,2.5,2.3,4.0,-0.41,1606,0.1%,0.62,-0.27,0.4,0.51,-7,616,i,-5,0.7,988,-5%,i,24
CCOC(=O)c1cc(-c2ccc(OC)cc2)n[nH]1,.,.,.,0.53,1093,.,0.95,-0.24,0.9,-0.56,11,714,.,.,-1.1,1333,-3%,i,38
O=C1C(Cc2ccccc2O)NC(=S)N1c1ccccc1 (stereo unspecified),.,.,.,-0.06,1049,.,0.39,-0.19,0.097,-0.89,16,630,.,.,1.2,1246,-6%,i,28
O=S1(=O)C=CC(N2CCOCC2)C1 (stereo unspecified),7.5,2.8,22,0.17,1879,-2.7%,2.3,-0.28,1.1,-0.47,2,637,i,18,-3.4,1131,-4%,i,40
Cc1ccc(OC(C)C(=O)N2CCc3ccccc32)cc1 (stereo unspecified),1.3,2.4,25,-0.33,1345,1.4%,-0.062,-0.14,0.13,0.049,-15,760,i,-2,0.5,990,5%,i,44
O=C(c1nc2ccccn2c1CN1CCN(c2ccccc2O)CC1)N1CCCC1,3.3,1.6,10,-0.01,1432,1.0%,-0.59,-0.35,-0.23,1.4,0,688,i,9,0.4,1059,-5%,i,52
COc1ccc(-c2ccc(OC)c([C@H]3[C@H]4C=CC[C@@H](C)[C@@H]4C(=O)N3Cc3ccccc3)c2)cc1,.,.,.,.,.,.,0.45,-0.83,0.15,0.31,-2,608,.,.,-0.7,1189,0%,i,36
Cc1nc(C)c(C)nc1C,.,.,.,0,1463,-1.5%,.,.,.,.,8,733,.,.,0.5,1168,-7%,i,16
Nc1nc(SCC(=O)Nc2ccc(Cl)c(S(=O)(=O)N3CCOCC3)c2)n[nH]1,.,.,.,-0.53,1444,.,0.13,-0.27,0.12,0.057,-7,671,.,.,-3.7,1122,-13%,i,38
CCOC(=O)c1cc2c(ccn2C)n1CC(=O)N1CCCC(C)C1 (stereo unspecified),3.2,1.9,0.9,0.91,1593,-1.2%,0.8,-0.05,-0.16,0.041,.,.,i,-6,-1.5,1347,-8%,i,38
COc1ccc(NC(=O)CN2C(=O)CSC(C)C2=O)c(OC)c1 (stereo unspecified),1.7,2.0,0.0,-0.28,1358,0.5%,-0.94,-0.17,-0.46,0.91,-7,584,i,8,0.0,1033,-4%,i,64
O=C(NC1CCCCC1)N1CCCC(c2nc3ccccc3[nH]2)C1 (stereo unspecified),1.8,2.1,7.9,0.06,930,1.5%,1.4,-0.2,0.21,-0.43,1,747,i,1,0.4,1014,1%,i,50
O=C(NC(NC(=S)Nc1c(Cl)cccc1Cl)C(Cl)(Cl)Cl)c1cccc([N+](=O)[O-])c1 (stereo unspecified),2.6,4.9,2.6,0,1216,0.1%,0.17,-0.25,0.35,-0.0011,4,664,i,20,-1.4,502,9%,i,19
Cc1ccc(N(C(=O)C2CCC(=O)N2)C2(C(=O)NC3CCCC3)CCCCC2)cc1 (stereo unspecified),1.6,1.5,8.0,.,.,-2.4%,0.0024,-0.093,0.38,0.16,-7,736,i,-14,-11,1116,5%,i,8
O=C(Nc1nc(-c2nc3ccccc3s2)cs1)c1ccc(S(=O)(=O)N2CCOCC2)cc1,4.9,8.0,2.0,-1.5,1212,-2.0%,0.13,-0.15,0.31,-0.63,.,.,i,-6,-0.4,1332,-6%,i,46
COc1ccc(CCNC(=O)CCn2c(SCC#N)nc3ccccc3c2=O)cc1OC,7.8,2.1,11,-0.67,1263,-2.0%,-0.79,-0.42,-0.078,1.1,.,.,i,7,-0.1,763,10%,i,37
Cc1cc(C)c2nc(-c3ccccn3)cc(C(=O)Nc3ccc(S(=O)(=O)Nc4cc(C)on4)cc3)c2c1,2.0,2.6,10,0.27,1245,-1.9%,-0.23,-0.21,-0.29,0.24,.,.,i,2,-3.2,1410,-9%,i,9
CCCOc1ccc(OCC(=O)c2[nH]c(C)c(C(C)=O)c2C)cc1,3.1,1.4,6.5,-0.75,873,4.9%,0.14,-0.18,0.54,0.44,-60,589,i,5,-2.4,1239,13%,i,44

# Screens as filed in PubChem BioAssay.
